# Assay outcomes as filed in PubChem BioAssay.
# Mtb BioA inh = M. tuberculosis BioA enzyme inhibitors, primary screen, biochemical, plate reader, single point, HTS; purified M. tuberculosis BioA enzyme; inhibition, % at 9.99 µM; 360,000 compounds, 0.096% hits; AID 602481, 2012; in the data active = inhibition above about 40%; inconclusive = no clear call, values can overlap the other calls
# FBA Mtb inh = Mtb FBA enzyme inhibitors, primary screen, biochemical, fluorescence, strain H37Rv | inhibition, % at 1 µM | 360,000 compounds, 2.3% hits | purified M. tuberculosis FBA, fluorescence read-out | AID 588726, 2011 | Fructose-bisphosphate aldolase (Mycobacterium tuberculosis (strain ATCC 25618 / H37Rv)), …; in the data active = inhibition above about 27%;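 note: 0% = vehicle and 100% = reference inhibitor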
# Target sequence (P9WQA3 whole entry, looked up): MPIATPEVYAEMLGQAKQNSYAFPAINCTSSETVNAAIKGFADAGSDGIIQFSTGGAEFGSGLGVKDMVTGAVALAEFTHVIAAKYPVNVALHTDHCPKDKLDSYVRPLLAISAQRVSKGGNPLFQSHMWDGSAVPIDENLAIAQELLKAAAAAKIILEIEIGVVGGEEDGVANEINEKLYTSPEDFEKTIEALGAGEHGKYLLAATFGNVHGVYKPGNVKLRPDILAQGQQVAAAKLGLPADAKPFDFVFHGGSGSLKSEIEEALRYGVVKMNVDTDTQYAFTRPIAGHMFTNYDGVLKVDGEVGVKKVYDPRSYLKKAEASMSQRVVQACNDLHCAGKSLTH
# GDH-TPI inh = GDH-TPI coupling enzyme inhibitors, primary screen, artefact control for M. tuberculosis FBA inhibitor project, biochemical, absorbance, full deck; GDH-TPI coupled enzyme counterscreen, NADH absorbance; 360,000 compounds, 1.2% hits; inhibition, % at 4.8 µM; AID 588335, 2011; in the data active = inhibition above about 30%;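 note: 0% = DMSO wells and 100% = wells lacking the enzyme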
# BoNT-A LC inh2 = BoNT/A light chain protease inhibitors, primary screen, biochemical, flow cytometry, MLPCN library | multiplex microsphere protease substrate cleavage | inhibition, % at 10 µM | 360,000 compounds, 0.17% hits; note: plate controls were buffer without enzyme for full effect and enzyme alone for no effect
# UGM FP inh = M. tuberculosis UGM enzyme inhibitors, primary screen, biochemical, fluorescence polarization, single point | AID 504406, 2011 | inhibition, % at 10 µM | 320,000 compounds, 0.06% hits | purified UGM, fluorescence polarization probe displacement | UDP-galactopyranose mutase (Mycobacterium tuberculosis (strain ATCC 25618 / H37Rv)), …; in the data active = inhibition above about 10%, passing the limit was not always enough; inconclusive = no clear call, values can overlap the other calls
# Target sequence (P9WIQ1 whole entry, looked up): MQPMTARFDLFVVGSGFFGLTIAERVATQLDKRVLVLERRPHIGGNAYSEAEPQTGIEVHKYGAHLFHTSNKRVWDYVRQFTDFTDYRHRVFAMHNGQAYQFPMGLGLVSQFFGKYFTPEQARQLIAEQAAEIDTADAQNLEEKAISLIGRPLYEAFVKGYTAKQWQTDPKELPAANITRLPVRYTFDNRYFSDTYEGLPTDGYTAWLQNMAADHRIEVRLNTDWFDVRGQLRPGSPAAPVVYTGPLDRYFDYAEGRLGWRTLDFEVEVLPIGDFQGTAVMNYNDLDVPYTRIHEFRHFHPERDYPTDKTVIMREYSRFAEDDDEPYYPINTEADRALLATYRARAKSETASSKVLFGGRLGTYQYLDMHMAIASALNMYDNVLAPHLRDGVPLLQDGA
# BoNT F protease = BoNT/F light chain protease inhibitors, primary screen, biochemical, flow cytometry, MLPCN library | Botulinum neurotoxin type F light chain protease (Clostridium botulinum) | Multiplex microsphere protease cleavage assay | inhibition, % at 10 µM | 360,000 compounds, 0.22% hits | AID 588497, 2011; in the data active = inhibition above about 35%, passing the limit was not always enough; inconclusive = no clear call, values can overlap the other calls; note: plate controls were buffer without enzyme for full effect and enzyme alone for no effect
# FadD28 binding = inhibitors of FadD28 bisubstrate probe binding, primary screen, biochemical, fluorescence polarization, single point; inhibition, % at 12.5 µM; 360,000 compounds, 0.22% hits; Mycobacterium tuberculosis FadD28 fatty-acid-AMP ligase; in the data active = inhibition above about 8.5%, passing the limit was not always enough; inconclusive = no clear call, values can overlap the other calls
# PfHsp40 rescue = rescue of yeast from PfHsp40 toxicity, primary screen, S. cerevisiae, ATP luminescence; growth rescue, % at 12.5 µM; 340,000 compounds, 0.68% hits; S. cerevisiae expressing PfHsp40, growth rescue; in the data active = growth rescue above about 28%, passing the limit was not always enough; inconclusive = no clear call, values can overlap the other calls;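 note: yeast W303a lacking pdr1 and pdr3 grown in galactose medium; growth measured after three days at 30 °C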
# Anthrax LF inh2 = Bacillus anthracis LF protease inhibitors, primary screen, biochemical, multiplex microsphere, MLPCN library; Lethal factor (Bacillus anthracis), P15917; multiplex microsphere protease cleavage assay; inhibition, % at 10 µM; 360,000 compounds, 0.12% hits; note: plate controls were buffer without enzyme for full effect and enzyme alone for no effect
# * marks the source's active call; other numbers are inactive results; i = inactive; u = inconclusive; x = not tested or not shown. Cut-off read from the data, not from the text of the source, unless noted: active = inhibition above about 30%; inconclusive = no clear call, values can overlap the other calls; inactive = below that.
item	Molecule	FBA Mtb inh	BoNT-A LC inh2	Mtb BioA inh	UGM FP inh	FadD28 binding
1	CCCCN(CC)c1nc(-c2ccncc2)nc2ccccc12	7	0.4	3.9	-1.8	-3.3
2	COc1cccc(C(=O)N2c3ccccc3Sc3ccccc32)c1	-3	-1.1	x	x	-4.9
3	COC(=O)c1ccccc1NC(=O)C1CCN(C(=O)c2cc(OC)c(OC)c(OC)c2)CC1	5	-0.1	2.7	-0.3	-5.2
4	COc1ccc(/C=C/C(=O)N2c3ccccc3Sc3ccc(C(F)(F)F)cc32)cc1	0	-0.4	x	0.5	-0.6
5	COCCn1c(SCC(N)=O)nnc1-c1c[nH]c2ccccc12	7	-1.3	0.3	-3.5	-1.1
6	COc1ccc([N+](=O)[O-])cc1N(CC(=O)N1CCOCC1)S(C)(=O)=O	-1	1.1	x	-0.4	0.7
7	O=C(CN(C1CCCCC1)S(=O)(=O)c1ccccc1)NCC1CCCO1 (configuration not stated)	3	-1.6	-1.0	x	-3.3
8	COC(=O)C1CCN(C(=O)/C=C/c2ccc(OC)cc2)CC1	-1	-21	6.7	-0.5	-0.8
9	Cc1ccc(S(=O)(=O)N2CCN(C(=O)c3ccccn3)CC2)cc1	-7	0.1	1.3	1.1	-2.0
10	Cc1ccccc1C(=O)Nc1ccnn1C1CCN(Cc2ccccn2)CC1	-1	8.1	-0.5	-1.9	0.6
11	Cc1cccc(NC(=O)CSc2nnnn2C)n1	-11	-1.4	0.1	-0.4	-4.6
12	Cc1ccc(C)c(OC(=O)c2cccnc2Cl)c1C	0	-1.1	3.5	1.0	-5.7

item	PfHsp40 rescue	Anthrax LF inh2	GDH-TPI inh	BoNT F protease
1	0.9	0	6	4
2	0.1	-1	-1	-7
3	1.0	-1	8	-1
4	0.6	3	17	-2
5	-0.4	-8	9	-8
6	-0.3	0	4	4
7	0.4	1	-16	3
8	-0.3	35*	7	i
9	2.9	0	-3	-8
10	0.0	2	-3	8
11	-0.7	-2	9	-21
12	-0.4	-1	-6	2

# The list continues:
item	Molecule	FBA Mtb inh	BoNT-A LC inh2	Mtb BioA inh	UGM FP inh	FadD28 binding
13	COc1ccc(/C=C/C(=O)NC(=S)N2CCN(c3ccccc3OC)CC2)cc1	-3	-0.6	x	-1.8	-1.1
14	COc1ccccc1/C=C(/C(=O)OCC(=O)Nc1ccccc1C(C)C)c1ccccc1	0	0.3	x	0.1	-0.1
15	COC(=O)c1ccc(C2=NOC(C)(c3nnc(Cc4ccccc4)o3)C2)cc1 (configuration not stated)	-2	0.0	-0.5	6.4	-4.4
16	CCc1ccc(C2C(C#N)=C(N)SC(N)=C2C#N)cc1	7	7.7	x	-2.1	0.0
17	CC1CCN(C(=O)CSc2nnc(-c3ccncc3)n2C)CC1	7	0.3	-0.5	-0.4	0.9
18	COc1ccccc1NC(=O)CSc1nnc(CSc2nc(C)cc(C)n2)o1	-2	0.3	x	-0.1	-1.9
19	C=C(C)Cn1c(-c2ccccc2)nc2ccccc21	3	0.0	x	-0.7	-5.0
20	O=C(CN1CCN(c2ccc(F)cc2)CC1)NC(=O)NCc1ccco1	6	-0.8	x	-0.1	0.0
21	COCCN(C(=O)c1csnn1)C(C(=O)NC1CCCC1)c1ccccc1 (configuration not stated)	1	-0.4	-1.4	-2.3	-0.7
22	Cc1ccc(S(=O)(=O)N2C[C@H]3C(=O)C[C@@H](c4ccc(Cl)cc4)N(S(=O)(=O)c4ccccc4C)[C@H]3C[C@H]2c2ccc(Cl)cc2)cc1	2	-0.2	0.9	x	0.2
23	Nc1nc(-c2ccc(Cl)cc2)c(S(=O)(=O)c2ccccc2)s1	-2	-1.0	x	3.5	0.1
24	Cc1ccccc1C(=O)Nc1ccnn1C1CCN(Cc2ccc(CO)o2)CC1	-1	-0.3	-0.6	0.4	-4.0

item	PfHsp40 rescue	Anthrax LF inh2	GDH-TPI inh	BoNT F protease
13	3.1	0	21	2
14	3.9	0	9	2
15	-0.4	14	2	-4
16	-0.1	4	31*	-2
17	0.5	6	-16	4
18	-1.2	-2	-1	4
19	-1.7	-1	5	-12
20	0.0	1	1	-3
21	u	0	6	3
22	x	-3	-4	-4
23	0.4	-4	7	-10
24	-1.0	2	7	-3

# Next section:
item	Molecule	FBA Mtb inh	BoNT-A LC inh2	Mtb BioA inh	UGM FP inh	FadD28 binding
25	COc1ccc(/C=C/c2c([N+](=O)[O-])c(=O)n(C)c(=O)n2C)cc1OC	-1	-0.5	-1.4	-1.0	-0.1
26	O=C(Nc1cccc(C(F)(F)F)c1)c1csc(COCCO)n1	-1	-0.3	1.4	x	-0.2
27	CC(C)(C)c1ccc(C2C(C#N)=C(N)Oc3n[nH]c(-c4cccnc4)c32)cc1 (configuration not stated)	3	1.1	-3.6	-0.4	0.8
28	CC(=O)NC1=NN(C(C)=O)C(C)(CC(=O)OC(C)(C)C)S1 (configuration not stated)	-2	0.5	x	-2.9	-0.6
29	CC(C)COc1ccc(C(=O)Nc2ccccc2[N+](=O)[O-])cc1	-2	-1.9	x	-0.5	-3.5
30	NS(=O)(=O)c1ccc(CCNC(=O)Cc2ccccc2[N+](=O)[O-])cc1	0	-0.6	x	x	-1.2
31	CC1CCN(S(=O)(=O)c2ccc(NC(=O)Cc3ccc(S(=O)(=O)N4CCOCC4)s3)cc2)CC1	0	-4.6	-2.4	1.6	-0.6
32	O=C(/C=C/c1ccccc1)N/C(=C/c1ccccc1)C(=O)Nc1ccccc1O	-3	-2.1	x	1.3	-2.1
33	CC(=O)C1=C(O)C(=O)N(Cc2ccco2)C1c1ccccc1F (configuration not stated)	0	-0.2	x	3.2	-4.2
34	COc1ccc(S(=O)(=O)N2CCN(C(=O)NC3CCCCC3)CC2)cc1OC	1	0.1	3.2	0.0	-0.1
35	COC(=O)c1ccccc1NC(=O)c1cc(-c2ccc(C)cc2)on1	1	0.5	-2.0	-0.8	-1.2
36	CC(=O)Nc1ccc(/C=N/NC(=O)CNS(=O)(=O)c2ccccc2)cc1	0	-0.1	x	-3.1	-2.7

item	PfHsp40 rescue	Anthrax LF inh2	GDH-TPI inh	BoNT F protease
25	-0.1	-3	12	-5
26	x	-4	1	-12
27	1.1	-7	11	6
28	-1.7	-4	-2	-2
29	1.0	-8	-1	-8
30	0.5	-6	8	-5
31	0.9	2	-6	8
32	0.3	-3	16	-1
33	0.3	-8	12	0
34	-1.1	-5	6	1
35	-0.6	-2	7	-3
36	-1.6	-2	2	3

# Later entries.
item	Molecule	FBA Mtb inh	BoNT-A LC inh2	Mtb BioA inh	UGM FP inh	FadD28 binding
37	O=C(Nc1ccncc1)c1ccc(Cl)c(S(=O)(=O)N2CCCC2)c1	3	x	0.6	1.1	-1.4
38	COc1ccc(CNCc2cccc(OC)c2OC)cc1Br	-2	0.4	x	-2.7	-0.2
39	CC1=C(C(=O)OCC(C)C)C(c2ccsc2)NC(=O)N1 (configuration not stated)	-1	-0.2	-0.2	0.2	-0.7
40	O=C(NCCS(=O)(=O)N1CCN(c2ccc(F)cc2)CC1)C12CC3CC(CC(C3)C1)C2	1	1.4	x	-0.6	-0.6
41	COc1cccc(C(=O)N2CCC2(C)C(=O)O)c1 (configuration not stated)	0	-0.2	-3.8	x	-0.5
42	NC(=O)c1ccccc1NS(=O)(=O)Cc1ccc(Cl)cc1	70*	-1.1	0.6	2.3	-1.9
43	CC(C)CCSc1nc2[nH]ncc2c(=O)[nH]1	8	-1.2	0.6	1.6	-1.8
44	C=C(C)COc1ccc2c(C)c(CC(=O)N3C[C@H]4C[C@@H](C3)c3cccc(=O)n3C4)c(=O)oc2c1	114*	-0.6	-0.1	-1.5	-0.4
45	CCOC(=O)N1CCc2c(sc(NC(=O)CCS(=O)(=O)c3ccccc3)c2C(N)=O)C1	3	3.5	2.0	-0.2	-2.3
46	COc1cc(OC)cc(C(=O)N[C@H](C(=O)NCCc2ccc(S(N)(=O)=O)cc2)C(C)C)c1	0	-2.7	-2.1	-2.8	-3.0
47	CS(=O)(=O)N(CC(=O)Nc1ccc(F)cc1)C1CCCCC1	0	-1.2	-1.5	3.3	-0.2
48	C/C(=N\NC(=O)c1cccc([N+](=O)[O-])c1)c1cccs1	-4	-0.7	0.3	0.3	-2.6

item	PfHsp40 rescue	Anthrax LF inh2	GDH-TPI inh	BoNT F protease
37	-0.1	x	8	x
38	-0.1	6	-3	-1
39	3.5	-5	12	-3
40	-0.9	u	-5	-9
41	x	-5	7	-6
42	-1.6	-3	-6	-22
43	0.8	1	5	-6
44	1.8	6	29	-7
45	-0.1	0	10	8
46	0.4	-7	-3	-19
47	0.3	-4	1	6
48	-1.3	1	8	0

# Compound profiles, as listed above. Screens in order: FBA Mtb inh | BoNT-A LC inh2 | Mtb BioA inh | UGM FP inh | FadD28 binding | PfHsp40 rescue | Anthrax LF inh2 | GDH-TPI inh | BoNT F protease
# O=C(Nc1ccncc1)c1ccc(Cl)c(S(=O)(=O)N2CCCC2)c1 across the screens: 3 | x | 0.6 | 1.1 | -1.4 | -0.1 | x | 8 | x
# COc1cc(OC)cc(C(=O)N[C@H](C(=O)NCCc2ccc(S(N)(=O)=O)cc2)C(C)C)c1 across the screens: 0 | -2.7 | -2.1 | -2.8 | -3.0 | 0.4 | -7 | -3 | -19
# CC1=C(C(=O)OCC(C)C)C(c2ccsc2)NC(=O)N1 (configuration not stated) across the screens: -1 | -0.2 | -0.2 | 0.2 | -0.7 | 3.5 | -5 | 12 | -3

# Next part.
item	Molecule	FBA Mtb inh	BoNT-A LC inh2	Mtb BioA inh	UGM FP inh	FadD28 binding
49	COc1ccc(C)cc1NC(=O)C(=O)NCc1ccncc1	10	0.3	x	-0.9	-0.1
50	O=C(COC(=O)c1cc(S(=O)(=O)N2CCCC2)ccc1O)Nc1ccc(F)cc1F	6	2.2	-1.5	-2.3	x
51	CN(C)c1ccc(C(=O)N(Cc2ccccc2)Cc2ccccc2)cc1	6	0.1	-2.8	0.3	1.3
52	CC(c1ccccc1)N1C(=O)c2ccc(C(=O)NCc3ccco3)cc2C1=O (configuration not stated)	2	-0.9	-0.4	x	-2.3
53	COc1ccc(CN(N=O)C2CC(=O)N(c3ccc(OC)cc3)C2=O)cc1 (configuration not stated)	1	-9.5	5.5	-1.2	-3.5
54	NS(=O)(=O)c1ccc(NC(=O)N[C@@H](Cc2ccccc2)C(=O)O)cc1	0	-0.2	2.1	x	-0.5
55	CC(=O)Nc1ccc(S(=O)(=O)Nc2nc3ccccc3nc2Nc2ccc(O)cc2)cc1	4	0.1	x	0.3	0.2
56	COc1ccccc1N1CC(C(=O)Nc2nnc(SCC(=O)NC(C)C)s2)CC1=O (configuration not stated)	2	13	-1.2	2.6	-2.4
57	c1ccc2nc(N3CCN(Cc4ccc5c(c4)OCO5)CC3)cnc2c1	1	1.1	1.2	2.7	-1.9
58	Cc1cc(OCC(=O)N2CCN(CC(=O)N3CCOCC3)CC2)c(C(C)C)cc1Cl	0	-0.3	-3.3	3.4	-1.2
59	O=C(Nc1ccc(Cl)c(Cl)c1)Nc1ccon1	3	-0.3	-1.4	-0.8	-0.9
60	Cc1c(Cl)cccc1NC(=O)CC(NCCN1CCOCC1)C(=O)O (configuration not stated)	-1	1.1	-0.8	1.1	-2.2

item	PfHsp40 rescue	Anthrax LF inh2	GDH-TPI inh	BoNT F protease
49	-1.0	1	12	-5
50	2.5	-4	3	-2
51	-1.3	14	2	13
52	4.5	-1	-4	-7
53	x	-14	-6	-34
54	0.4	-3	-8	-2
55	-0.2	-12	10	2
56	0.4	-2	-8	u
57	-0.4	1	18	-2
58	1.3	-11	2	2
59	6.2	2	-1	5
60	3.5	-5	4	2
